mIAP act – mouse IAP activation | muIAP, CDP-Star luminescence, 30 min; active compounds read high; 1 = vehicle-only enzyme signal, 0 = enzyme-free wells | activation factor at 10 µM | 330,000 compounds, 0.24% hits | AID 2805;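 active = activation factor of at least 2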; note: the source names both 10 and 20 µM as test concentration; values of inactives mirror those of a sister screen read the other way
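Assay system: mouse IAP enzyme; reagent: chemiluminescent substrate CDP-Star; dosing: test compounds delivered from DMSO solution; schedule: 30 min at room temperature; measured by: luminescence from enzymatic CDP-Star hydrolysis; controls: DMSO-only wells and no-enzyme negative control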
GRIN3A LBD mod – modulates the human NR3A ligand-binding domain. NR3A LBD differential scanning fluorimetry, Tm shift; 0% = protein alone, 100% = glycine-bound protein. 340,000 compounds, 2.5% hits. AID 1259313. Tm shift relative to glycine control, % at 25 µM;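 active = melting temperature shift of at least 10% of the positive control shift, at one fixed dose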
MPTP inh – inhibitors of mitochondrial permeability transition pore; isolated mouse mitochondria, Ca2+ swelling absorbance, 30 min; inhibition, % at 10 µM; 360,000 compounds, 1.4% hits;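 active = inhibition of 50% or more, scaled per plate between neutral and stimulator controls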;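 note: 0% = DMSO wells given calcium and 100% = 1 mM EGTA wells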
MIN6 prolif – MIN6 beta-cell proliferation induction; MIN6 cells proliferation, ATPlite luminescence, 48 h; cells starved in 0.2% serum; 100% = growth in 10% serum; 330,000 compounds, 0.29% hits; proliferation, % at 10 µM;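 active = compounds whose signal lies at least 3.5 SD above the mean of all wells on their plate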;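 note: 0% = DMSO-treated cells in low-serum medium and 100% = 10% serum control; some compounds called inactive have numbers as strong as hits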
A3G deaminase – APOBEC3G (human) deaminase inhibition. Q9HC16. recombinant A3G, ssDNA deamination FAM/TAMRA fluorescence. 330,000 compounds, 0.28% hits. inhibition, % at 20 µM;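 active = inhibition of at least 40% at 20 µM, with no more than 30% in the related APOBEC3A deaminase screen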;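 note: plate controls were DMSO wells with A3G for no effect and wells lacking A3G enzyme for full effect; some compounds called inactive have numbers as strong as hits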
Target sequence (Q9HC16 whole entry, looked up): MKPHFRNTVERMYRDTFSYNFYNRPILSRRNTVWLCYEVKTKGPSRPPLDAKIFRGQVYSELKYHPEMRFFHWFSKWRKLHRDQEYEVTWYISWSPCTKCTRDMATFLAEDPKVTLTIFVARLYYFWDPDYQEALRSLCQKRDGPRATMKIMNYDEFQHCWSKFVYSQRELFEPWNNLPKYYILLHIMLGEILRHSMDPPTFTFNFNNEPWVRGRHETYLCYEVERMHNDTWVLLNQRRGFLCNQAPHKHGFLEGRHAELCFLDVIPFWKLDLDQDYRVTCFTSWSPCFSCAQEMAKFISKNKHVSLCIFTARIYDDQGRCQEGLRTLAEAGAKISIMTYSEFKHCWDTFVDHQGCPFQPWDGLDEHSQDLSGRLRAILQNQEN
hIAP block – human IAP inhibition; P09923; purified IAP, CDP-Star luminescence, 30 min; inhibition, % at 10 µM; 330,000 compounds, 0.12% hits; AID 2544;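 active = inhibition reaching a set limit with compound at 10 µM in the primary screen, cut at about 35% in these data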;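 note: plate controls were DMSO wells with enzyme for no effect and no-enzyme buffer wells for full effect; values of inactives mirror those of a sister screen read the other way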
Target sequence (P09923 whole entry, looked up): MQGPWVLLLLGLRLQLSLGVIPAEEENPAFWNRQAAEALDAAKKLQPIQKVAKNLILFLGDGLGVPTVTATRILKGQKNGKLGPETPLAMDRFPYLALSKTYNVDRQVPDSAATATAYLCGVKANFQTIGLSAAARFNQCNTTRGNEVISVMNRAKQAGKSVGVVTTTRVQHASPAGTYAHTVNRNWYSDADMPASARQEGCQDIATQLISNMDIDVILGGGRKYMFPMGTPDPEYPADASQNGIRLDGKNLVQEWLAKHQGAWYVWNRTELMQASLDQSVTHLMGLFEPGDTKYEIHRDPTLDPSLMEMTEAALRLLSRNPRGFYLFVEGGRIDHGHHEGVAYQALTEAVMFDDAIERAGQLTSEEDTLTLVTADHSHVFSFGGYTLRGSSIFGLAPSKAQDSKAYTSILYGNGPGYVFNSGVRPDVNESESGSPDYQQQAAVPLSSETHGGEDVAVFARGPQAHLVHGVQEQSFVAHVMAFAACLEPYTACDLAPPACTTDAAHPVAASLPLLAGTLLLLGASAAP
hIAP activ – increases human intestinal alkaline phosphatase activity; purified human IAP, CDP-Star luminescence, 30 min; active compounds read high; 1 = vehicle-only enzyme, 0 = enzyme-free background; activation factor at 10 µM; 330,000 compounds, 0.16% hits;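 active = activation factor of the enzyme at least 2-fold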; note: the source names both 10 and 20 µM as test concentration; values of inactives mirror those of a sister screen read the other way
mIAP inh – blocks mouse intestinal alkaline phosphatase. purified mouse IAP, CDP-Star luminescence, 30 min. inhibition, % at 10 µM. 330,000 compounds, 0.2% hits;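 active = inhibition of at least 40% at 10 µM in the primary screen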;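 note: plate controls were DMSO with enzyme for no effect and no enzyme wells for full effect; values of inactives mirror those of a sister screen read the other way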
A3A deaminase – human APOBEC3A DNA deaminase inhibition | 330,000 compounds, 0.41% hits | inhibition, % at 20 µM | recombinant A3A, FAM/TAMRA ssDNA deamination fluorescence | AID 493011 | P31941;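 active = at least 40% inhibition at 20 µM here, with at most 30% in a related deaminase screen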;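 note: plate controls were A3A with DMSO for no effect and wells lacking A3A enzyme for full effect; some results filed as inactive read as strong as hits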
An asterisk follows results filed as active.

SMILES	mIAP act	GRIN3A LBD mod	MPTP inh	MIN6 prolif	A3G deaminase	hIAP block	hIAP activ	mIAP inh	A3A deaminase
Cc1ccc(SCC(=O)Nc2ccc3c(c2)OCCO3)cc1	1.01	-4.6	-0.6	1.1	-7.7	18.2	0.818	-0.6	-2.5
COc1ccccc1/C=C/C=N/n1c(-c2ccncc2)n[nH]c1=S	1.13	-8.7	-1.2	-2.0	46.9*	-18.5	1.19	-13.2	-6.0
COc1ccc(CCNC(=O)CNC(=O)c2ccccc2Br)cc1OC	1.02	-0.6	-0.2	-0.3	-2.4	5.7	0.943	-1.9	3.7
Nn1cnn(Cc2ccccc2)c1=S	0.934	0.1	-1.1	0.0	3.4	7.9	0.921	6.6	-0.9
COc1ccccc1OCCN1C(=O)S/C(=C\c2ccco2)C1=O	0.74	-0.8	-4.8	-2.4	-1.7	-9.8	1.1	26.0	0.3
CS(=O)(=O)N1CCN(c2ccc(NC(=O)c3ccc(Br)o3)cc2)CC1	0.981	-2.9	3.4	-0.3	-3.3	-3.5	1.03	1.9	-2.6
COc1ccc(C(=O)N2N=C(c3cccs3)CC2c2ccccc2O)cc1 (centres undefined)	0.877	-10.7	2.5	-4.4	-1.6	-15.7	1.16	12.3	-5.9
COc1ccc(-n2c(=S)[nH]c3cc(C(=O)N(C)Cc4ccccc4)ccc3c2=O)cc1	0.959	0.2	-2.3	-2.0	-5.3	-7.3	1.07	4.1	-2.3
COC(=O)c1cc(OC)c(OC)cc1NC(=O)Nc1ccccc1OC	0.997	3.8	1.5	-0.4	-1.2	5.5	0.945	0.3	0.2
COCC(C)NC(=O)c1cc(S(=O)(=O)N2CCCCC2)ccc1N1CCOCC1 (centres undefined)	0.987	1.0	-0.2	-3.0	-0.6	-17.3	1.17	1.3	16.2
Cc1cc(C)c2nc(N3CCCC3)c(C#N)cc2c1	1.14	-4.1	0.4	-5.3	-5.5	-3.7	1.04	-13.9	-2.6
O=C(CSc1c2c(nc3cc(Cl)ccc13)CCCC2)NCc1ccco1	0.869	0.8	0.4	-5.4	-0.9	-5.0	1.05	13.1	1.5
COc1ccc(/C=N\NC(=O)c2nn(C)cc2Cl)cc1CN1CCOCC1	0.871	3.5	0.0	-2.2	-0.1	-5.9	1.06	12.9	1.9
C(=N\N1CCN(Cc2cccc3ccccc23)CC1)/c1cccs1	0.97	-1.3	2.7	-1.4	-7.3	-2.5	1.02	3.0	-4.3
O=C(NCCCCCCNC(=O)c1ccncc1)c1ccncc1	1.05	-3.6	-0.2	-0.9	-5.6	-8.5	1.08	-4.6	-2.5
NS(=O)(=O)c1ccc(NC(=S)N2CCN(c3cccc(Cl)c3)CC2)cc1	0.921	0.9	3.4	2.6	12.3	18.8	0.812	7.9	2.1
COc1ccccc1C(=O)N1CCNC(=O)C1CC(=O)Nc1cccc(C)c1 (centres undefined)	1.12	0.5	-1.1	-1.0	-5.8	23.3	0.767	-12.4	-3.6
NC(=O)C1CCN(c2nc(-c3ccc4ccccc4c3)cs2)CC1	0.989	-1.5	-0.6	-1.2	-8.8	4.7	0.953	1.1	0.5
COc1cc(C(=O)NNC(=O)c2ccc3ccccc3n2)cc(OC)c1OC	0.918	-3.6	-2.0	-5.5	-4.0	-66.3	1.66	8.2	0.5
CCN(CC(=O)NCc1ccc(F)cc1)C(=O)CN1CCN(c2ccccc2OC)CC1	1	-0.6	1.4	1.6	-9.1	-4.9	1.05	-0.5	20.6
COc1cccc(COc2ccc3c(C)c(Cc4ccccc4)c(=O)oc3c2)c1	0.987	5.6	1.1	-3.3	-2.5	6.0	0.94	1.3	-3.9
COc1ccc(CCNC(=O)CCOc2ccc(C(C)(C)C)cc2)cc1OC	1.03	0.8	0.5	-0.3	-7.5	-3.5	1.03	-3.4	-0.9
COc1ccc(CCN(C)C(=O)CCNS(=O)(=O)c2ccccc2C(F)(F)F)cc1OC	0.935	-0.8	-0.2	4.2	-3.8	-6.0	1.06	6.5	4.0
COc1ccccc1N1CC(C(=O)NCC2COc3ccccc3O2)CC1=O (centres undefined)	1.06	1.1	-2.2	2.2	-4.8	0.2	0.998	-6.0	-0.1
COc1ccc(C2=NOC(C(=O)NCc3ccccn3)C2)cc1 (centres undefined)	1.05	0.9	3.0	2.7	-2.6	-8.8	1.09	-4.7	-0.1

Some of the entries above in a different format.
| molecule | mIAP act | GRIN3A LBD mod | MPTP inh | MIN6 prolif | A3G deaminase | hIAP block | hIAP activ | mIAP inh | A3A deaminase |
| --- | --- | --- | --- | --- | --- | --- | --- | --- | --- |
| NS(=O)(=O)c1ccc(NC(=S)N2CCN(c3cccc(Cl)c3)CC2)cc1 | 0.921 | 0.9 | 3.4 | 2.6 | 12.3 | 18.8 | 0.812 | 7.9 | 2.1 |
| COc1ccccc1C(=O)N1CCNC(=O)C1CC(=O)Nc1cccc(C)c1 (centres undefined) | 1.12 | 0.5 | -1.1 | -1.0 | -5.8 | 23.3 | 0.767 | -12.4 | -3.6 |
| NC(=O)C1CCN(c2nc(-c3ccc4ccccc4c3)cs2)CC1 | 0.989 | -1.5 | -0.6 | -1.2 | -8.8 | 4.7 | 0.953 | 1.1 | 0.5 |
| COc1cc(C(=O)NNC(=O)c2ccc3ccccc3n2)cc(OC)c1OC | 0.918 | -3.6 | -2.0 | -5.5 | -4.0 | -66.3 | 1.66 | 8.2 | 0.5 |
| CCN(CC(=O)NCc1ccc(F)cc1)C(=O)CN1CCN(c2ccccc2OC)CC1 | 1 | -0.6 | 1.4 | 1.6 | -9.1 | -4.9 | 1.05 | -0.5 | 20.6 |
| COc1cccc(COc2ccc3c(C)c(Cc4ccccc4)c(=O)oc3c2)c1 | 0.987 | 5.6 | 1.1 | -3.3 | -2.5 | 6.0 | 0.94 | 1.3 | -3.9 |
| COc1ccc(CCNC(=O)CCOc2ccc(C(C)(C)C)cc2)cc1OC | 1.03 | 0.8 | 0.5 | -0.3 | -7.5 | -3.5 | 1.03 | -3.4 | -0.9 |
| COc1ccc(CCN(C)C(=O)CCNS(=O)(=O)c2ccccc2C(F)(F)F)cc1OC | 0.935 | -0.8 | -0.2 | 4.2 | -3.8 | -6.0 | 1.06 | 6.5 | 4.0 |
| COc1ccccc1N1CC(C(=O)NCC2COc3ccccc3O2)CC1=O (centres undefined) | 1.06 | 1.1 | -2.2 | 2.2 | -4.8 | 0.2 | 0.998 | -6.0 | -0.1 |

(more compounds)
SMILES	mIAP act	GRIN3A LBD mod	MPTP inh	MIN6 prolif	A3G deaminase	hIAP block	hIAP activ	mIAP inh	A3A deaminase
CCC(=O)Nc1sc2c(c1C(N)=O)CCC2	0.916	1.4	-1.0	3.0	-4.2	9.2	0.908	8.4	-2.5
CCN1CCN(CC2CC3C=CC2C3)CC1 (centres undefined)	1.09	1.8	1.0	0.0	-2.8	6.8	0.932	-8.7	8.8
CC(C)Oc1ccc(CCC(=O)NNC(=S)Nc2ccccc2)cc1	0.982	1.1	0.9	-2.1	-1.7	-46.2	1.46	1.8	2.9
S=C(NCCCN1CCOCC1)Nc1ccc(-c2nc3ccccc3[nH]2)cc1	1.02	2.8	2.8	-1.8	-1.1	-21.4	1.21	-2.3	-3.4
CCc1ccc(C2C(C(C)=O)=C(C(=O)OC)Nc3nnnn32)cc1 (centres undefined)	0.976	1.8	-0.5	-1.6	-2.9	-8.6	1.09	2.4	-3.6
Cc1ccc(-c2nnc(N3CCN(c4ccccn4)CC3)c3ccccc23)cc1	0.986	-5.6	-2.1	-2.8	-3.4	1.9	0.981	1.4	-4.3
CN1CC(c2ccccc2)C2(SC(=S)N(Cc3ccco3)C2=O)C12C(=O)Nc1ccccc12 (centres undefined)	0.926	-0.3	1.4	-6.5	-7.0	-8.1	1.08	7.4	-2.2
CCOc1ccc(-c2cc(C(=O)N3CCN(c4ccccn4)CC3)c3ccccc3n2)cc1	0.921	3.6	-0.6	-4.3	-4.4	0.6	0.994	7.9	-0.8
Cc1ccc(OCCn2c(CCNC(=O)C(C)C)nc3ccccc32)cc1	1.24	-0.5	-10.8	-0.9	-4.5	-9.9	1.1	-23.6	3.8
O=[N+]([O-])c1cc(NS(=O)(=O)c2ccc(Cl)nc2)ccc1Cl	0.971	1.0	84.7*	-3.8	-6.7	-8.0	1.08	2.9	-2.1
CSCCC(NC(=O)COc1ccccc1)C(=O)N(C)CC(=O)Nc1ccc(Cl)cc1 (centres undefined)	1.01	-3.5	-1.6	-3.0	-7.2	17.5	0.825	-1.5	-4.5
O=C(c1ccco1)N1CCc2[nH]nc(-c3ccc(Cl)cc3)c2C1	0.992	-4.9	-0.4	1.4	-8.8	-4.4	1.04	0.8	-5.7
CCSc1nc2c(c(=O)[nH]c(=O)n2C)n1CC(O)COc1ccccc1 (centres undefined)	0.96	-2.2	0.6	-0.1	-6.6	-3.7	1.04	4.0	4.4
CN(Cc1nc2ccccc2n1C)C(=O)c1ccco1	0.923	1.5	-0.7	0.6	-4.3	-0.6	1.01	7.7	6.3
CC(=O)Nc1ccc(NC(=O)CS(=O)(=O)c2cn(CC(=O)N3CCCC3)c3ccccc23)cc1	0.897	2.2	-2.4	-0.8	-2.9	-0.1	1	10.3	0.7
CCOc1ccccc1CN1CCN(C/C=C/c2ccc(OC)cc2)CC1CCO (centres undefined)	0.981	0.8	6.4	0.2	2.8	10.7	0.893	1.9	1.6
O=C(CN1c2cccc3cccc(c23)S1(=O)=O)Nc1ccccc1Br	0.952	-3.0	-0.4	-3.0	-7.2	8.6	0.914	4.8	-6.4
CN(CC(=O)OCC(=O)Nc1ccccc1)S(=O)(=O)c1ccc(Cl)cc1	0.978	18.1*	2.4	3.6	1.5	-0.9	1.01	2.2	6.0
O=C(Oc1ccc([N+](=O)[O-])cc1)c1cncc(Br)c1	0.995	1.1	1.9	-2.0	4.0	4.3	0.957	0.5	1.1
COc1ncccc1C(=O)NC1CCCc2c1cnn2-c1cc(C)cc(C)c1 (centres undefined)	0.94	-9.2	-1.4	8.8	-6.8	6.2	0.938	6.0	-6.9
N=C1C(=O)OCC1c1ccccc1NC(=O)CN1CCCCC1 (centres undefined)	0.936	0.6	1.3	-0.1	2.9	13.6	0.864	6.4	3.9
O=C(NC(=S)N1CCN(c2ccccn2)CC1)c1ccco1	0.98	-1.0	1.0	-0.9	-4.9	-20.9	1.21	2.0	-4.3
O=C(NCCc1nnc2ccc(SCC(=O)N3CCOCC3)nn12)c1ccccc1	1.03	-3.1	-0.5	-2.9	-5.8	-7.2	1.07	-3.3	-0.9
O=C(NC1CCCCC1)N1CCC(c2nc3ccc(Cl)cc3[nH]2)CC1	1.09	-0.7	-0.5	0.9	-2.8	6.6	0.934	-8.6	40.0*
CCS(=O)(=O)N1CCC(C(=O)Nc2ccccc2OC)CC1	0.994	-1.4	0.3	0.6	-3.9	27.7	0.723	0.6	-1.3
Cn1c(-c2ccccc2)c(C=O)c2ccccc21	0.951	0.5	-0.4	-0.6	6.5	-0.7	1.01	4.9	0.8
CCc1cc2c(-c3ccccc3)cc(=O)oc2cc1OC(C)C(=O)O (centres undefined)	1.02	0.2	1.3	-3.3	-1.8	-16.0	1.16	-2.1	-1.9
CCOC(=O)C1CCCN(C(=S)Nc2ccc(OC)cc2)C1 (centres undefined)	1.01	-0.1	-0.9	-2.8	-7.9	2.0	0.98	-1.1	-0.9
COc1cc(C(=O)N[C@H](C(=O)NC(C)C23CC4CC(CC(C4)C2)C3)C(C)C)cc(OC)c1OC (some centres undefined)	1.21	2.1	0.4	0.5	-3.8	-8.6	1.09	-21.1	-2.5

The order is random; about 5% have a hit in one of these screens.
